# Yfh1-off respiration: mitochondrial function rescue without frataxin homolog – Friedreich's ataxia, plus single-dose screen, dose response (AID 1465) | S. cerevisiae Yfh1-off respiration, WST-1 reduction, 72 h; higher fold induction means a stronger effect | fold induction at 50 µM, or EC50 in µM where a hit was titrated | hit rate 0.074% among 220,000;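 active = fold induction of absorbance versus untreated yeast above a set limit, then at least 30% activation at any dose in follow-up; inconclusive = repeats straddling the limit, or above it without dose testing; inactive = fold induction below the set limit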;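 also: activators that raise dye reduction in frataxin-depleted yeast; strong numbers were not always called active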
# CSM14.1 death rescue: protection against thapsigargin-triggered cell killing – 384-well, CSM14.1, ATP luminescence, primary screen (AID 1222) | 190,000 tested, under 10 active | CSM14.1 thapsigargin-induced death rescue, ATP luminescence; higher % means a stronger effect | cellular ATP content (survival), % at 20 µM; hits with a dose series show EC50 in µM;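 active = EC50 below 50 µM in the dose-response confirmation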;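 also: death triggered by thapsigargin at about 15 µM added after 2 h compound pretreatment; cell ATP read after overnight thapsigargin exposure of roughly 18 to 22 hours; normalized against plate controls of thapsigargin alone and 5% DMSO vehicle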
# RSV antiviral HEp-2: RSV antiviral activity via CPE protection, HEp-2 cells, primary 10 µM value included (AID 2391); HEp-2 cells, RSV-induced CPE inhibition; higher % means a stronger effect; CPE inhibition, % at 10 µM, or IC50 in µM where a hit was titrated; hit rate 0.13% among 310,000; in the data active = a potency from the dose series; inconclusive = CPE inhibition mostly from about 23% at the one dose, without a potency; inactive = the rest, 99 in 100 with CPE inhibition below about 21%; also: strong numbers were not always called active
# West Nile virus CPE: inhibition of WNV-induced cytopathic effect – cell-based, CPE readout (AID 1621); West Nile virus-infected cells, CPE inhibition; higher % means a stronger effect; CPE inhibition, % at 10 µM; hits with a dose series show IC50 in µM; hit rate 0.02% among 290,000; in the data active = a potency from the dose series; inconclusive = CPE inhibition mostly from about 3.7% at the one dose, without a potency; inactive = the rest, 99 in 100 with CPE inhibition below about 2.2%; also: strong numbers were not always called active
# K1F lysis inhibition: protection from phage-mediated lysis, alamar blue read-out – E. coli UTI89, K1F phage, bacterial capsule biogenesis inhibitors (AID 488966); E. coli UTI89 K1F phage lysis, alamar blue, 2 h; higher % means a stronger effect; hit rate 0.02% among 340,000; inhibition, % at 100 µM; hits with a dose series show IC50 in µM;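 active = phage lysis inhibition, versus mean bacterial control, above a set limit; inconclusive = no clear call, values can overlap the other calls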;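 also: capsule biogenesis inhibitors block K1F phage lysis so surviving cells raise fluorescence; higher fluorescence means more inhibition of phage lysis; actives were called in the ten point dose series up to 300 µM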
# WT yeast gro inh: growth inhibition of WT yeast, mitochondrial fusion screen; mitochondrial fusion phenotypic screen, WT strain; inhibition, % at 10 µM; hit rate 2.1% among 190,000; AID 1362; in the data active = inhibition above about 58%; tested in S. cerevisiae
# SV40 large T antigen: TAg ATPase/helicase activity blockers – biochemical (AID 1903) | SV40 large T antigen ATPase/helicase inhibition assay; higher % means a stronger effect | inhibition, % at 20 µM, or IC50 in µM where a hit was titrated | hit rate 0.39% among 310,000; in the data active = a potency from the dose series; inconclusive = inhibition mostly from about 32% at the one dose, without a potency; inactive = the rest, 99 in 100 with inhibition below about 32%; also: strong numbers were not always called active
# XIAP antagonists: small molecules displacing peptide from XIAP – biochemical, IAP family, fluorescence polarization (AID 1018); XIAP BIR domain, fluorescence polarization peptide displacement; higher % means a stronger effect; hit rate 0.007% among 200,000; displacement, % at 20 µM; hits with a dose series show IC50 in µM; in the data active = displacement above about 50%; also: a part of the inactive calls stands beside numbers as strong as those of hits
# Dengue-2 NS5 capping: flavivirus cap methylation enzyme inhibition – biochemical, confirmation dose response, primary screen (AID 588689). inhibition, % at 25 µM, or IC50 in µM where a hit was titrated. Dengue-2 NS5 methyltransferase capping enzyme assay, biochemical; higher % means a stronger effect. hit rate 0.3% among 340,000; in the data active = a potency from the dose series; inconclusive = inhibition above about 29% without an active follow-up result
# WT yeast gro inh mutant strain: recorded beside WT yeast gro inh, whose call it bears; inhibition, %; mitochondrial fusion phenotypic screen, mutant strain inhibition
# Dengue-2 NS5 capping pilot replicate: recorded beside Dengue-2 NS5 capping, whose call it bears; inhibition, %; measured here: pilot screen replicate inhibition
# Active calls of the source: *; i = inactive; ? = inconclusive; / = not tested or not shown; & = joins results of further samples; [ ] = another dose, or the depositor's remark. An unsorted share of the library (roughly 2.2% active in at least one column).
SMILES,Yfh1-off respiration,CSM14.1 death rescue,RSV antiviral HEp-2,West Nile virus CPE,K1F lysis inhibition,WT yeast gro inh,WT yeast gro inh mutant strain,SV40 large T antigen,XIAP antagonists,Dengue-2 NS5 capping,others
COc1ccc(/C=N/NC(=O)CC(=O)NCc2cccnc2)cc1[N+](=O)[O-],/,/,0.0%,0.0%,0.0%,/,/,-4%,/,-1%,
CCN1CCSc2ccc(C(=O)NCc3cccc(F)c3)cc21,/,/,0.5%,-0.4%,-1.6%,/,/,10%,/,-2%,
CCOC(=O)CN(Cc1ccc(OC)c(OC)c1)S(=O)(=O)c1ccc(OC)cc1,i,-0.2%,1.7%,-0.2%,0.1%,-5,-5,1%,-0.5%,-6%,
CCc1ccc(C(=O)Nc2nnn(CC)n2)cc1,i,-4.9%,0.9%,1.0%,3.2%,21,9,-7%,-3.9%,-2%,
CCN(CC)c1ccc(C2CC(=O)NC3=C2C(=O)CC(C)(C)C3)cc1 (stereo unspecified),i,2.3%,2.9%,-0.1%,0.5%,-5,2,9%,1.2%,-5%,
O=C(CN(Cc1ccccc1)C(=O)CCC(=O)Nc1ccccn1)NCCc1ccccc1,/,/,-0.2%,-0.7%,-0.2%,/,/,1%,/,5%,
CC(C)(C)NC(=O)NCC1CCCC1NC(=O)NC(C)(C)C (stereo unspecified),i,/,0.3%,0.1%,0.4%,/,/,7%,/,-5%,
COC(=O)CCS(=O)(=O)c1ccc(NC(C)=O)cc1,i,-0.9%,-0.2%,0.1%,3.6%,19,22,6%,-5.0%,-3%,
O=C(CSc1nnc(CNC(=O)c2c(F)cccc2Cl)o1)NC1CCCCC1,/,/,0.7%,-0.2%,1.1%,/,/,15%,/,-13%,
CS(=O)(=O)N1CCCC(C(=O)Nc2ccc(F)cc2F)C1 (stereo unspecified),i,-4.1%,-1.9%,-0.2%,-0.1%,-20,-12,1%,-6.0%,4%,
Nc1ncnc2c1ncn2[C@@H]1O[C@H](CO)C[C@@H]1O,i,2.6%,-1.4%,-0.5%,/,2,0,-4%&3%,-2.3%,/,
COc1ccc(-n2c(C)nnc2SCC(=O)N2C(C)CCCC2C)cc1 (stereo unspecified),i,-0.3%,1.5%,-0.2%,-3.6%,-7,-21,3%,-5.1%,-8%,
COc1cc2c(cc1OC)C(c1ccccc1)N(C(=O)CCl)CC2 (stereo unspecified),i,-1.1%,2.8%,0.7%,0.3%,-6,4,10%,-4.2%,-8%,
CCOC(=O)c1c(CN(CC)CC)n(-c2ccccc2)c2ccc(O)cc12,/,/,1.7%,-0.9%,0.0%,/,/,7%,/,-5%,
Cc1ccc(C(=O)NC2CCN(CC(=O)NCc3cccs3)CC2)cc1,i,-1.2%,-0.1%,-0.5%,-0.5%,-17,1,10%,-10%,-2%,
O=C(Nc1nc2ccccc2s1)c1cc2c(s1)-c1ccccc1OC2,i,1.8%,2.6%,-0.6%,-3.0%,8,-12,3%,-6.1%,-3%,
CC1(C)Cc2c(sc(NC(=O)C(=O)NCC3CCCO3)c2C(=O)O)CO1 (stereo unspecified),/,/,2.1%,0.4%,0.2%,/,/,12%,/,2%,
CCOC(=O)C1CCN(C(=O)Nc2ccc3nc(-c4ccco4)c(-c4ccco4)nc3c2)CC1,?,-2.1%,2.9%,0.0%,-0.5%,1,-11,?,26%,?,
CC(=O)Nc1ccc(-n2nnnc2SCC(=O)Nc2cccc(NC(=O)c3ccco3)c2)cc1,i,/,-1.0%,1.3%,0.1%,/,/,10%,/,-12%,
O=C(Cc1noc2ccccc12)Nc1ccccn1,i,-1.6%,1.9%,-0.4%,1.7%[50 µM],8,2,6%,-0.1%,-4%,

# Copied from the entries so far, 4 compounds:
SMILES,Yfh1-off respiration,CSM14.1 death rescue,RSV antiviral HEp-2,West Nile virus CPE,K1F lysis inhibition,WT yeast gro inh,WT yeast gro inh mutant strain,SV40 large T antigen,XIAP antagonists,Dengue-2 NS5 capping,others
CS(=O)(=O)N1CCCC(C(=O)Nc2ccc(F)cc2F)C1 (stereo unspecified),i,-4.1%,-1.9%,-0.2%,-0.1%,-20,-12,1%,-6.0%,4%,
Nc1ncnc2c1ncn2[C@@H]1O[C@H](CO)C[C@@H]1O,i,2.6%,-1.4%,-0.5%,/,2,0,-4%&3%,-2.3%,/,
COc1ccc(-n2c(C)nnc2SCC(=O)N2C(C)CCCC2C)cc1 (stereo unspecified),i,-0.3%,1.5%,-0.2%,-3.6%,-7,-21,3%,-5.1%,-8%,
COc1cc2c(cc1OC)C(c1ccccc1)N(C(=O)CCl)CC2 (stereo unspecified),i,-1.1%,2.8%,0.7%,0.3%,-6,4,10%,-4.2%,-8%,

# (listing goes on)
SMILES,Yfh1-off respiration,CSM14.1 death rescue,RSV antiviral HEp-2,West Nile virus CPE,K1F lysis inhibition,WT yeast gro inh,WT yeast gro inh mutant strain,SV40 large T antigen,XIAP antagonists,Dengue-2 NS5 capping,others
O=C1CC(c2cccc(Oc3ccccc3)c2)NC(=O)N1 (stereo unspecified),i,-1.5%,0.5%,-0.2%,0.1%,-5,-13,4%,-2.4%,-2%,
Cc1ccc(C)c2[nH]c(=O)c(C(c3nnnn3C3CCCC3)N3CCOCC3)cc12 (stereo unspecified),i,1.5%,2.5%,0.1%,1.6%,4,-5,-2%,-6.1%,3%,Dengue-2 NS5 capping pilot replicate=-0.6
COc1ccccc1CNC(=O)C(NC(=O)C1CCCCC1)C(C)C (stereo unspecified),/,/,2.6%,/,0.3%,/,/,13%,/,-14%,
O=C(CN1C(=O)C2C3C=CC(C3)C2C1=O)NCCc1ccccc1Cl (stereo unspecified),i,-0.9%,0.8%,-0.2%,-1.0%,-11,3,0%,-2.0%,-8%,
COc1ccc(OCCN2C(=O)c3ccccc3C2=O)cc1,i,1.6%,-1.4%,0.2%,-0.7%,4,-8,-2%,-5.5%,-3%,
O=C(COc1ccc(Cl)cc1)NC1CC1,/,/,3.0%,0.3%,-0.1%,/,/,22%,/,-6%,
CCC1CCCCN1C(=O)Cn1c(C(=O)OC)cc2ccsc21 (stereo unspecified),i,-0.6%,1.8%,0.9%,3.8%,14,15,3%,-2.7%,0%,
COc1ccc(N2CCN(C(=O)c3ccc(-n4nc(C)cc4C)cc3)CC2)cc1,i,0.2%,43%,-0.7%,0.2%,1,-8,18%,-16%,-5%,Dengue-2 NS5 capping pilot replicate=3.6
O=c1oc2ccccc2c(O)c1Cc1cc(Cl)c2cccnc2c1O,i,/,6.1%,-1.3%,0.2%,/,/,8%,/,7%,
O=C(CCCN1C(=O)CCC1=O)Nc1ccc(Br)cc1F,i,0.3%,-0.2%,0.0%,2.9%,-6,10,-4%,-0.7%,8%,
CC(C)c1ccc(OCC(O)Cn2cnc3ccccc32)cc1 (stereo unspecified),i,-1.7%,2.1%,-0.1%,1.2%,96*,0.1*,19%,2.2%,-4%,
CSC1=C(C#N)C(c2sccc2C)CC(=O)N1 (stereo unspecified),i,1.2%,2.7%,-0.1%,-2.0%,-8,-11,1%,-3.0%,-6%,
CN1CCN(c2nc(-c3ccccc3)nc(-c3ccc(F)cc3)c2C#N)CC1,i,-0.1%,7.7%,-1.0%,1.2%,61,65,4%,-1.6%,/,
Cn1c(Cn2c(=O)sc3ccccc32)nnc1SCC(=O)N1CCCc2ccccc21,i,0.2%,1.6%,-0.6%,3.1%,5,8,1%,-4.9%,-5%,
C=CCOc1ccccc1CNCc1ccc(F)cc1,i,-0.2%,-0.4%,-0.4%,0.1%,1,3,4%,-3.3%,0%,
Cc1cc(Cl)ccc1NC(=O)C1CCN(S(C)(=O)=O)CC1,i,-1.9%,-0.1%,0.2%,0.1%,-10,-2,4%,-6.6%,-5%,
Cc1c(Cl)cccc1NC(=O)CSc1ncnc2c1cnn2CCO,/,/,-0.1%,-1.0%,1.4%[50 µM],/,/,0%,/,-1%,
O=C(NCc1ccco1)c1ccc(NS(=O)(=O)c2cccc(F)c2)cc1,/,/,3.8%,-0.3%,0.1%,/,/,15%,/,1%,
Cc1ccc2nc(-c3ccc(NC(=S)NC4CC(C)(C)NC(C)(C)C4)cc3)sc2c1,i,/,-4.1%,-2.3%,-0.9%,60*,60*,7%,-11%,-27%,
Cc1ccc(SCc2ccc(C(=O)Nc3cc([N+](=O)[O-])ccc3C)cc2)cc1,i,1.6%,0.0%,-0.5%,0.3%,22,7,-1%,-2.1%,-3%,
Cc1ccc2[nH]cc(C(=O)CN3CCC4(CC3)OCCO4)c2c1,i,-2.5%,0.4%,0.6%,-1.4%,-5,4,6%,-0.9%,-6%,
COc1ccc(-c2csc(C)n2)cc1Br,i,0.0%,?,-0.2%,0.7%,14,17,10%,-4.9%,-5%,
O=C(COC(=O)Cc1ccccc1F)NNC(=O)c1ccc([N+](=O)[O-])cc1,/,/,1.2%,/,1.7%[50 µM],/,/,23%,/,8%,
CCC(=O)NC(c1ccc(OC)c(OC)c1)c1cc(Cl)c2cccnc2c1O (stereo unspecified),29µM*,-0.2%,/,?,0.6%,-8,-14,6%,-7.0%,12%,
Cc1onc(C(=O)NCc2ccc(F)cc2)c1[N+](=O)[O-],i,-6.3%,1.7%,0.5%,0.1%,-17,3,4%,-1.4%,-5%,
CCCN1C=CC(=C2C(=O)c3ccccc3C2=O)C=C1,i,-6.4%,-1.6%,-1.0%,0.4%,55,49,7%,-3.0%,-6%,Dengue-2 NS5 capping pilot replicate=-7.5
Cc1ccc(C(=O)N[C@H](C(=O)OCC(=O)c2ccc[nH]2)C(C)C)cc1,i,0.2%,2.6%,-0.4%,3.0%,-12,-3,4%,-7.4%,-4%,
CCc1ccc(Nc2cc(C)nc3nc(C)nn23)cc1,/,-3.0%,5.5%,/,2.6%,14,-7,-24%,-5.2%,-4%,
CC(C)Cn1cnc2c1c(=O)n(CC(=O)N(C)C)c(=O)n2Cc1ccccc1,i,0.3%,1.2%,-0.3%,0.1%,-9,3,2%,-5.7%,-4%,
Cc1nnc(NC(=O)CSc2nnc(C(C)NC(=O)c3ccccc3F)n2C)s1 (stereo unspecified),/,/,0.7%,0.4%,0.5%,/,/,7%,/,-13%,
Cc1ccc(CSc2ccc3nnc(-c4ccccn4)n3n2)cc1,i,1.7%,8.2%,-0.9%,0.2%,-17,-20,6%,2.7%,-4%,
COc1ccc(S(=O)(=O)NC(C)C(=O)Nc2ccc3c(c2)OCCO3)cc1OC (stereo unspecified),/,/,1.9%,-0.1%,0.1%,/,/,11%,/,4%,
Cn1c(=O)n(CC(=O)N2CCN(c3nnc(-c4ccccc4)c4ccccc34)CC2)c2ccccc21,i,/,8.3%,0.3%,0.2%,0,3,4%,-3.5%,-1%,Dengue-2 NS5 capping pilot replicate=1.8

# High-throughput results as filed in PubChem BioAssay.
